PDI turbidity: PDI (human) enzyme inhibition. P07237. PDI insulin aggregation turbidity, A650, 90 min. inhibition, % at 10 µM. hit rate 0.052% among 350,000. AID 588391;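 active = mean inhibition across replicates of 30% or more, whatever share of single replicates reach that level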;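 note: absorbance from insulin aggregation driven by PDI reduction with DTT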
Target sequence (P07237 whole entry, looked up): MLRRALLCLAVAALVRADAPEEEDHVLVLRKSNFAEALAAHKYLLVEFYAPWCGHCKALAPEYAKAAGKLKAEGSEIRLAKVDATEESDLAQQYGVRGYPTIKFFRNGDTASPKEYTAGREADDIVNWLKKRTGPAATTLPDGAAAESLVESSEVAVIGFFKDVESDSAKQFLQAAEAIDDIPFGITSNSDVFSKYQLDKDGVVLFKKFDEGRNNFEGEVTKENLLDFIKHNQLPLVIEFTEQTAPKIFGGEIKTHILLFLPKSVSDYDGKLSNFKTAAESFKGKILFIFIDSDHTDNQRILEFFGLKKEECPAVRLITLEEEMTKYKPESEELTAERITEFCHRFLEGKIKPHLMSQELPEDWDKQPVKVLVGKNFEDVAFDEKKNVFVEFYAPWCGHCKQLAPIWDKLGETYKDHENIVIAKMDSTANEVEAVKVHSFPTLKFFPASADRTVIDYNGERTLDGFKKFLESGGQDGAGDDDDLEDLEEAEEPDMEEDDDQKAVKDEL
Cardio protect: protects H9c2 cardiomyocytes from peroxide injury. AID 588492. protection from H2O2 cell death, % at 20 µM. H2O2 injury protection, ATPLite, 2 h. hit rate 0.63% among 360,000;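 active = compounds giving at least 50% protection of heart cells from peroxide-induced death in the single-dose screen, raw or plate-pattern-corrected value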;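 note: 0% = DMSO wells with peroxide and 100% = DMSO wells without peroxide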
ABHD5-PLIN5 inh: blocks binding of human ABHD5 to perilipin-5; Q00G26+Q8WTS1; Split G. princeps luciferase complementation, luminescence, 4 h; inhibition, % at 4 µM; hit rate 0.78% among 360,000;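 active = inhibition above the mean inhibition across every tested compound plus 3 SD, cut at about 22% in these data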;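 note: 0% = DMSO only wells and the 100% control is not disclosed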
ABCB6 inh MLPCN: inhibitors of human ABC transporter ABCB6. Q9NP58. K562-ABCB6 porphyrin accumulation, flow cytometry, 1 h; stronger effect = lower value. fluorescence ratio to DMSO, % at 10 µM. hit rate 0.19% among 360,000. AID 602162;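 active = fluorescence ratio to DMSO below 75%, the collection mean minus 3 SD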;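 note: signal is porphyrin accumulated inside mitochondria; 100% equals median channel fluorescence of DMSO control wells; lower ratio means ABCB6 inhibition with less porphyrin fluorescence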
MC4R barr agon: agonists of human melanocortin 4 receptor (MC4R) beta-arrestin. P32245. U2OS MC4R beta-arrestin complementation, luminescence; percent of melanotan II response, DMSO zero. activation, % at 8.9 µM. hit rate 0.98% among 360,000. AID 540308;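 active = activation above a per-plate cutoff, the mean activation of sample wells on that plate plus 3 SD, cut at about 8% in these data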
Target sequence (P32245 whole entry, looked up): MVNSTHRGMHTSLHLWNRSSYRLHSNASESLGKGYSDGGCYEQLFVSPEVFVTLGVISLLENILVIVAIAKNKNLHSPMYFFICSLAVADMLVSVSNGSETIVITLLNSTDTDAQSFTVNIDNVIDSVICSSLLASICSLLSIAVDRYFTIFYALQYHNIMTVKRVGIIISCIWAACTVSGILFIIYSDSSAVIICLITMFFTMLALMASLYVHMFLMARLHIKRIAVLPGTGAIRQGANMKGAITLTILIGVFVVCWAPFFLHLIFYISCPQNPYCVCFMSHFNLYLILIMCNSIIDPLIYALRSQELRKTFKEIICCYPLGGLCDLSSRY
CaV13 ICDI inh: Primary screen for inhibitors of IQ motif and Ca2+-dependent inactivation inhibitor domain binding in CACNA1D, Förster resonance energy transfer in living cells, …; HEK cells, CFP/YFP FRET ICDI-IQ, plate reader, 10 min; percent FRET-ratio fall versus neutral wells; inhibition, % at 12.3 µM; hit rate 0.098% among 340,000; AID 743397;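 active = mean replicate inhibition of at least 30% and at least 1% of replicates passing that level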;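 note: 0% = median of the neutral control wells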
Exocytosis inh: blocks lytic granule exocytosis. TALL-104 LAMP-1 surface exposure, flow cytometry; cells stimulated with thapsigargin and PMA. inhibition, % at 10 µM. hit rate 0.66% among 360,000;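 active = inhibition above about 55%, limit read from the data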
MC4R antag cAMP: human MC4R antagonism in cAMP assay | AID 540295 | MC4R-expressing cells, MTII-stimulated cAMP, LANCE TR-FRET | hit rate 0.48% among 360,000 | inhibition, % at 6.5 µM | P32245;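 active = inhibition above its plate's cutoff, the mean of tested wells on that plate plus 3 SD, cut at about 29% in these data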;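 note: 0% = Melanotan II alone and 100% = Melanotan II plus saturating MCL0020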
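Material: human MC4R-expressing U2OS cells. Probe or stimulus: Melanotan II challenge. Dosing: 6.5 µM single dose. Times: 30-min compound, 1-h challenge, 1-h detection, room temperature. Technique: TR-FRET with Eu-cAMP and labeled anti-cAMP, 671 nm. Replication: singlicate.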
N-glyco inh: N-linked glycosylation inhibition; reporter increase, % at 12.5 µM; hit rate 0.23% among 360,000; D54 ERlucT glycosylation luciferase reporter, 24 h; percent of 100 nM tunicamycin response;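 active = mean luciferase reporter signal, scaled so untreated is 0 and the glycosylation-blocking control 100, at or above a set limit in every replicate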;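 note: luciferase carries N-glycosylation sites so blocking glycosylation raises the light; 0% = median of neutral control wells and 100% = median of 100 nM tunicamycin wells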
m5-HT2A agonist: agonists of mouse serotonin 5-HT2A receptor (HTR2A) | hit rate 0.66% among 360,000 | activation, % at 7.6 µM | CHO-K1 mHTR2A beta-arrestin complementation, luminescence; percent of 30 µM serotonin response | P35363;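 active = activation above a run cutoff, the mean activation of all tested compounds plus 3 SD, cut at about 14% in these data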;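 note: 0% = plate median of compound wells and 100% = 30 µM serotonin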
The depositor's hits bear a star; . = no result given.

structure | PDI turbidity | Cardio protect | ABHD5-PLIN5 inh | ABCB6 inh MLPCN | MC4R barr agon | CaV13 ICDI inh | Exocytosis inh | MC4R antag cAMP | N-glyco inh | m5-HT2A agonist
NC(=O)CC(NC(=O)Cc1cccc2ccccc12)c1ccc(NCc2cc(F)ccc2F)c([N+](=O)[O-])c1 (centres undefined) | 5 | 4 | 2 | 97 | -0.1 | -5 | 1 | 8 | 16 | -1
OC(c1ccc(F)cc1)c1ncc(-c2ccccc2F)[nH]1 (centres undefined) | -3 | 5 | -4 | 94 | -0.8 | -7 | 7 | 1 | 0 | 0
CCCc1nc2ccccc2n1C(CC)C(=O)NC(C)(C)C (centres undefined) | . | . | 0 | . | . | -15 | -5 | . | . | 0
Cc1ccccc1OCCn1c(=S)[nH]c2c(N)ncnc21 | 1 | 2 | -4 | 106 | -0.9 | -5 | -4 | 8 | 3 | -7
Cc1ccc(NC(=O)N2CCC(NC(=O)c3ccccc3C)CC2)cc1 | -6 | 4 | -5 | 92 | -0.8 | -3 | -3 | 2 | -1 | -1
COC(C(=O)N/N=C(\C)CC(=O)Nc1ccc(N(C)C)cc1)c1ccccc1 (centres undefined) | 1 | -4 | -3 | 100 | -0.8 | -5 | 1 | 9 | 1 | -7
O=c1[nH]c(/C(Cl)=C/c2c(F)cccc2Cl)nc2cc(Cl)ccc12 | -10 | -7 | -1 | 95 | 0.8 | -5 | 0 | 6 | 8 | -2
C=CCN1C(=O)C(Cc2ccccc2Cl)SC1=Nc1ccc(C(=O)O)cc1 (centres undefined) | 10 | -1 | -5 | 99 | 0.2 | -14 | 0 | 9 | -1 | 3
CCCCNc1nc2ccccc2n1CC(=O)Nc1c(C)cccc1CC | 5 | 4 | 2 | 97 | -1.0 | -4 | -2 | 19 | 13 | -1
CCOC(=O)C1CCN(CC(=O)c2c(C)[nH]c3cc(C)ccc23)CC1 | 1 | 3 | 7 | 93 | -1.0 | 0 | 3 | 6 | 3 | -1
O=C(CNS(=O)(=O)c1ccccc1F)NNC(=O)c1ccc(Br)cc1 | 1 | 14 | -5 | 98 | 1.8 | -5 | 0 | -6 | 0 | 4
Cc1cc(C)c2c(-c3ccc(F)cc3)c(C#N)c(=O)n(C)c2n1 | 11 | 3 | 3 | 91 | -2.2 | -2 | -17 | -7 | -1 | 2
O=C(c1ccc(F)cc1)N1CCC(C(=O)N2CCCc3ccccc32)CC1 | 3 | 1 | 0 | 90 | -0.6 | -11 | -12 | -7 | -1 | 0
Cc1[nH]c2ccccc2c1/C=C/c1nc2ccccc2c(=O)n1CCO | 1 | 43 | 3 | 100 | 0.4 | -21 | -3 | -11 | 4 | -2
Cc1ccc(CNC(=O)CN2C(=O)c3ccccc3S2(=O)=O)cc1 | -1 | -4 | 0 | 88 | 0.4 | -7 | -1 | 11 | 1 | 1
CCN(CC(=O)Nc1ccc(NC(C)=O)cc1)C(=O)CCN1C(=O)c2cccc([N+](=O)[O-])c2C1=O | 11 | -5 | 7 | 107 | -2.1 | -13 | -1 | 5 | -2 | 4
COc1cc(OC)c(N(C)S(=O)(=O)c2cccc(C(=O)OCC(=O)c3c[nH]c4ccccc34)c2)cc1Cl | -4 | -11 | 1 | 93 | -2.8 | -9 | 2 | -15 | -9 | 1
COc1ccc2c(c1)oc(=O)c1cc(OC)ccc12 | . | -10 | 3 | 97 | -1.2 | . | -8 | 1 | 10 | 5
COc1ccc([C@@H]2[C@@H]3C(=O)N(C(C)(C)C)C(=O)[C@@H]3[C@]3(C)C(=O)N(c4cccc(Br)c4)C(=O)N23)cc1 | -3 | 1 | -4 | 99 | -1.1 | . | 8 | 4 | -1 | 4
Cc1ccc(S(=O)(=O)Oc2ccccc2/C=N/N=C(N)N)cc1 | 0 | 2 | 8 | 96 | -1.7 | -6 | 0 | 7 | -1 | 6

New compounds follow.
structure | PDI turbidity | Cardio protect | ABHD5-PLIN5 inh | ABCB6 inh MLPCN | MC4R barr agon | CaV13 ICDI inh | Exocytosis inh | MC4R antag cAMP | N-glyco inh | m5-HT2A agonist
S=c1[nH]nc(C2CCCCC2)n1Cc1ccccc1 | -5 | -11 | -8 | 101 | -1.0 | -5 | 14 | -2 | -2 | 15*
COc1ccc(S(=O)(=O)Nc2ccc(-n3cnnn3)cc2)cc1Br | -2 | -8 | 4 | 100 | -1.7 | -7 | 3 | -9 | 2 | 3
Cc1nc(Nc2ccc(Cl)c(Cl)c2)sc1C(=O)Nc1ccccc1 | -5 | -22 | -14 | 94 | -1.9 | 3 | 20 | 17 | -1 | -5
CCn1c(C)c(C)c2cc(C(=O)NCCCN3CCCCC3C)ccc21 (centres undefined) | 3 | 3 | -2 | 110 | 0.2 | -7 | -3 | 10 | -1 | -14
O=C(O)c1cccc(S(=O)(=O)N2CCCC(c3nc4c(nnn4Cc4ccc(F)cc4)c(=O)[nH]3)C2)c1 (centres undefined) | 3 | 14 | -3 | 101 | -0.6 | -6 | 1 | 10 | -2 | -6
CCOC(=O)c1sc(NC(=S)NC(=O)c2ccccc2)c(C(=O)OCC)c1C | -2 | -10 | -3 | 100 | -1.0 | -18 | -8 | 5 | -8 | 3
COc1ccc(-n2cc(-c3ccc(OC)c(OC)c3)[nH]c2=S)cc1 | 2 | -3 | -2 | 94 | 0.6 | -3 | -1 | -5 | -4 | -2
O=C1c2ccccc2C(=O)N1CCCn1ccnc1 | -14 | -2 | -3 | 99 | -1.6 | -10 | -6 | 3 | -2 | 7
COc1ccc(CCN2CCCC(CN(C)C(=O)c3cc(C)oc3C)C2)cc1 (centres undefined) | -1 | 5 | -5 | 97 | -2.7 | -6 | 17 | 17 | -1 | -6
Cc1[nH]c2ccccc2c1C(=O)COC(=O)c1ccc[n+]([O-])c1 | -4 | 0 | 3 | 93 | 0.5 | 3 | -2 | 2 | 0 | 6
O=C1CC(c2ccc(O)cc2)Oc2ccccc21 (centres undefined) | 11 | 4 | -11 | 103 | -0.8 | -6 | 5 | 7 | -2 | 10
C/[N+]([O-])=C\C1C(=O)CC(C)(C)CC1=O | 12 | 1 | 6 | 101 | -1.4 | -4 | -3 | 9 | 1 | 3
Cc1ccc(/C=C/C(=O)NCCc2ccccc2)o1 | 1 | 9 | 15 | 92 | 0.6 | -5 | 47 | 3 | 0 | 4
CC1(C(=O)Nc2ccc(F)c(Cl)c2)Cc2c(-c3ccccc3)ccnc2O1 (centres undefined) | -3 | -7 | 5 | 88 | 3.1 | -9 | 0 | 9 | -1 | 0
Cc1c(OC(C(=O)O)c2ccccc2)ccc2c1oc(=O)c1ccccc12 (centres undefined) | -2 | 10 | 2 | 98 | -0.6 | -12 | 4 | 10 | 3 | -3
O=C(Nc1nc(-c2ccccc2)cs1)c1ccco1 | -5 | -3 | 5 | 92 | 1.1 | -19 | 2 | 8 | 5 | -4
O=C(c1ccco1)N1CCN(S(=O)(=O)c2ccc(S(=O)(=O)NC3CCCCC3)cc2)CC1 | 0 | -8 | -2 | 96 | -0.3 | . | -12 | 10 | -2 | -3
NNC(=O)c1cc(-c2ccc(N)cc2)nc2ccc(Br)cc12 | 1 | 1 | 1 | 104 | -1.2 | -3 | -5 | 21 | 2 | -6
O=[N+]([O-])c1cc2c(c([N+](=O)[O-])c1)Nc1ccccc1O2 | 20 | -18 | 3 | 110 | 2.9 | -7 | -10 | -3 | 0 | 1
O=C(NNc1cccc(Cl)n1)c1cccnc1Cl | 14 | 0 | 0 | 96 | 0.4 | -5 | -13 | 2 | 2 | 4

(list continues)
structure | PDI turbidity | Cardio protect | ABHD5-PLIN5 inh | ABCB6 inh MLPCN | MC4R barr agon | CaV13 ICDI inh | Exocytosis inh | MC4R antag cAMP | N-glyco inh | m5-HT2A agonist
O=c1nccc(NCc2ccco2)[nH]1 | -10 | 0 | -1 | 100 | -0.8 | -6 | -1 | 2 | 2 | 2
COCCNC(=O)CN1C(=O)COc2ccc(S(=O)(=O)N3CC(C)CC(C)C3)cc21 (centres undefined) | . | -5 | -7 | 100 | -1.7 | -4 | 1 | 3 | 1 | 1
Cc1ccc(-n2c(SCC(=O)Nc3cc(C)on3)nc3ccccc3c2=O)cc1 | 0 | -2 | -5 | 105 | -1.8 | -9 | 0 | 6 | -2 | 4
Cc1cc(=O)oc2cc(OCC(=O)N3CCN(C(=O)c4ccco4)CC3)ccc12 | -8 | -2 | 3 | 99 | -1.5 | -2 | 5 | 4 | 0 | 2
CCc1cc2c(SCC(=O)c3ccccc3)ncnc2s1 | -10 | -5 | -4 | 108 | -1.4 | . | 2 | 4 | -4 | -2
COCCNC(=S)NC1CC2CCC(C1)N2Cc1ccccc1 (centres undefined) | 6 | 2 | 4 | 97 | -0.1 | -3 | -5 | -1 | 1 | -2
COc1ccc(C(=O)CSc2nc3[nH]ncc3c(=O)[nH]2)cc1 | -9 | 12 | 0 | 105 | 0.0 | 3 | 15 | 2 | 2 | -4
O=C(Nc1ccccc1)NC1(C(=O)N2CCN(c3ncccn3)CC2)CCCCC1 | 1 | 3 | 7 | 103 | -0.2 | -4 | 0 | 7 | 2 | 5
CN(Cc1ccccc1)C(=C(Cl)Cl)/C(=C1/NCCN1C)[N+](=O)[O-] | 5 | 2 | 3 | 96 | -1.1 | -1 | 1 | 39* | -1 | -2
COC(=O)c1ccc(OCC(=O)Nc2ccccc2C(=O)NC2CC2)cc1 | 2 | 57* | 3 | 94 | 2.0 | -15 | -5 | 26 | 0 | 1
CC(C)(C=O)Cc1cc(C(C)(C)C)c(O)c(C(C)(C)C)c1 | 2 | -31 | 1 | 107 | 4.0 | -5 | -3 | 7 | -1 | 0
Cc1nccnc1Sc1ccccc1 | 5 | 5 | -17 | 98 | 2.0 | -21 | -3 | 2 | 1 | -2
COC(=O)c1ccccc1NC(=S)N1CCN(c2ccc(OC)cc2)CC1 | -2 | -3 | -1 | 100 | -2.3 | -6 | -2 | 6 | 1 | -1
Cc1cc2nc(CS)[nH]c2cc1C | 0 | -7 | -1 | 130 | 0.5 | -5 | -13 | 18 | -2 | 3
COc1ccc(CCNC(=O)CCn2c(=O)oc3ccccc32)cc1 | . | 14 | -4 | 99 | -0.6 | -6 | 1 | 0 | -1 | -2
CC1CCN(Cc2c(C(=O)N/N=C/c3ccccc3O)nnn2-c2nonc2N)CC1 | -1 | 42 | -1 | 97 | 4.9 | -2 | 6 | 26 | -7 | 4
C#Cc1cccc(NC(=O)C2CCN(C(C)=O)CC2)c1 | -3 | 6 | 10 | 95 | -0.2 | 5 | -1 | 15 | 3 | 9
CCOc1ccc(NCc2ccccc2OCc2cccc(F)c2)cc1 | 13 | -14 | -1 | 102 | -1.1 | -5 | -3 | -14 | 9 | -6
CSc1ccc(/C=C(/NC(=O)c2ccco2)C(=O)NCc2ccco2)cc1 | 7 | -1 | 7 | 92 | -0.8 | . | -1 | -4 | 1 | 5
c1ccc(CCn2nnnc2CN2CCc3ccccc32)cc1 | 0 | 6 | 6 | 119 | -0.6 | 0 | -1 | 7 | -1 | -1

From PubChem
